IMP-1 inhibitor = inhibitors of Pseudomonas aeruginosa IMP-1 metallo-beta-lactamase; actives 0.45% (n = 290,000); inhibition, % at 5.6 µM; AID 1556; purified IMP-1, nitrocefin hydrolysis, epi-absorbance fluorescence;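 active = inhibition above the mean plus 3 SD of all compounds in the same screening run, cut at about 4.5% in these data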;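 note: 0% = IMP-1 with DMSO and 100% = DMSO wells lacking enzyme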
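System: Purified IMP-1 | Read-out basis: Percent enzyme inhibition | Controls: IMP-1 with DMSO as 0%, enzyme-free DMSO as 100% | Replicates: One well per compound | Doses: 5.6 µM nominal single concentration | Detection: Epi-absorbance fluorescence, 480 nm excitation, 530 nm emission | Incubation: 25 °C, 15 min preincubation, 25 min reaction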
SUMO HTRF inh = SUMOylation inhibition | AID 2006 | P63279 | inhibition, % at 35 µM | actives 0.36% (n = 290,000) | HTRF SUMOylation assay, SAE1/SAE2 + UBC9, in vitro; in the data active = inhibition above about 50%, passing the limit was not always enough; note: strong numbers were not always called active
MEKK3 PB1 HTS = raises or lowers MEK5 binding to the human MEKK3 PB1 domain | Q99759 | binding response (% of control), % at 10 µM | AID 1529 | actives 1.4% (n = 290,000) | bead-based flow cytometry, Alexa488-MEK5 binding to MEKK3; actives lie on both sides; 0 = blocked by unlabeled MEK5, 100 = vehicle;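 active = binding response more than 3 SD above or below the average of its plate-row segment, actives on both sides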;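 note: Alexa488 bead fluorescence after subtracting the streptavidin-only scavenger bead signal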
IDE cell activ = boosts human insulin-degrading enzyme activity in HEK cells; P14735; FAbeta-B cleavage, fluorescence polarization; 0% vehicle, 100% cell-free pure enzyme wells; activation, % at 5.96 µM; actives 0.073% (n = 340,000); AID 493087;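 active = activation above the mean of all tested compounds plus 3 SD, set per screening campaign, cut at about 17% in these data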
Target sequence (P14735 whole entry, looked up): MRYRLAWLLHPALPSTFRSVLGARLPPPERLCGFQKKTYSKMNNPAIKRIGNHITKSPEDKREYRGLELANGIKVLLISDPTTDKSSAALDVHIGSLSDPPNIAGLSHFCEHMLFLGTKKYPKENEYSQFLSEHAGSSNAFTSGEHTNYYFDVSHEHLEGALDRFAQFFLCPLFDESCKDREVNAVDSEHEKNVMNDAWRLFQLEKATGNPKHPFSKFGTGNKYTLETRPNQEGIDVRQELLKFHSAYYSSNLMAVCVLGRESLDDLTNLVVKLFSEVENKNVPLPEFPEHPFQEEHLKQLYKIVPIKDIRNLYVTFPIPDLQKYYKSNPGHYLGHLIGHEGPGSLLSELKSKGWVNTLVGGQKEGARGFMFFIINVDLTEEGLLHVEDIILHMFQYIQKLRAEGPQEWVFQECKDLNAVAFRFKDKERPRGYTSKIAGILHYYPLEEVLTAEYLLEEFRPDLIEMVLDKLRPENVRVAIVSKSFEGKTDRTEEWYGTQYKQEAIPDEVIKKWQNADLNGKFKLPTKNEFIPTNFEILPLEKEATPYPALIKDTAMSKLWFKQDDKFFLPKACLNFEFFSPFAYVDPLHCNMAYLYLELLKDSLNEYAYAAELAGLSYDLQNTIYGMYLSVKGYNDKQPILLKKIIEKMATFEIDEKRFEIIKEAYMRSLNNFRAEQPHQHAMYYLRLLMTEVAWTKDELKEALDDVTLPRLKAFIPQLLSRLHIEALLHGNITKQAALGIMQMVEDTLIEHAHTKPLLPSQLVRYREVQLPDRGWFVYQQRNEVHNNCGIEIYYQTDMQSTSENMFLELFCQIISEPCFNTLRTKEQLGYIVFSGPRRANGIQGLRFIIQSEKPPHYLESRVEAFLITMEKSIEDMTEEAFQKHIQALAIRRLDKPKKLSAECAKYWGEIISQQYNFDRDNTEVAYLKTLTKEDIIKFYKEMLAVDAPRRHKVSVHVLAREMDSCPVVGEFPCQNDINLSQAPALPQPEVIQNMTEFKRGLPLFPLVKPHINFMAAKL
DNA FID counter = displaces DNA intercalator in HCV helicase counter-screen. DNA fluorescent intercalator displacement, fluorescence. inhibition, % at 7.9 µM. actives 0.17% (n = 290,000); in the data active = inhibition above about 37%;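 note: 0% = vehicle and 100% = reference compound; higher means more ethidium bromide displaced from hairpin DNA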
HCV NS3 hel inh = HCV NS3 helicase inhibition. NS3 helicase DNA unwinding, Cy5 molecular beacon fluorescence. inhibition, % at 10.9 µM. actives 0.56% (n = 290,000);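 active = inhibition above the mean of all tested compounds plus 3 SD, set per campaign, cut at about 35% in these data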;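 note: 0% = DMSO wells and 100% = thioflavine S control wells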
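Control set: DMSO versus 110 µM thioflavine S; Material: NS3 helicase fragment of HCV; Measured by: Cy5 fluorescence at 0 and 60 min, beacon hairpin quenching; Read-out basis: percent inhibition from t60/t0 fluorescence ratio; Times: reaction time 60 min, 25 °C; Repeats: single replicate; Compound dosing: single dose, 10.9 µM nominal final, DMSO 0.8% final.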
p-CIP stab down = p/CIP protein destabilization; actives 0.01% (n = 290,000); decrease of EGFP signal, % at 10 µM; F442A p/CIP-EGFP cells, EGFP fluorescence, 16 h; Q05BA5;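 active = EGFP signal decrease of at least 30% at 10 µM or well 3 SD below plate mean, unless failing retest; inactive = the rest, including hits failing retest or dose response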; note: some compounds called inactive have numbers as strong as hits; many of its hits are not listed in these tables
PHOSPHO1 block = inhibitors of human PHOSPHO1 phosphatase | inhibition, % at 13.3 µM | recombinant PHOSPHO1, absorbance phosphatase assay | actives 1.1% (n = 290,000) | AID 1565; in the data active = inhibition above about 60%
VIM-2 inhibitor = blocks Pseudomonas aeruginosa VIM-2 metallo-beta-lactamase; purified VIM-2, nitrocefin hydrolysis, epi-absorbance fluorescence; inhibition, % at 5.6 µM; actives 0.89% (n = 290,000); AID 1527;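 active = inhibition above the mean of all tested compounds plus 3 SD, cutoff set per screening run, cut at about 7.5% in these data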;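 note: red hydrolysis product quenches plate fluorescence so inhibitors raise well fluorescence; 0% = enzyme with DMSO and 100% = DMSO without enzyme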
* marks the source's active call; other numbers are inactive results; . = not tested or not shown. A portion of the library; rates above refer to the full screens.

Results follow in this order: IMP-1 inhibitor	SUMO HTRF inh	MEKK3 PB1 HTS	IDE cell activ	DNA FID counter	HCV NS3 hel inh	p-CIP stab down	PHOSPHO1 block	VIM-2 inhibitor
1. O=C(Nc1ccccn1)c1cc2ccccc2o1
 : -2.1	10	95	1	-5	4	-2	3	-2.7
2. COc1cccc(CN2CC(C(=O)N3CCCCCC3)CCC2=O)c1 (stereo not given)
 : -2.4	-1	105	3	-17	2	1	-15	-0.5
3. O=C(Nc1ccc(S(=O)(=O)Nc2ncccn2)cc1)c1cccc(S(=O)(=O)N2CCCC2)c1
 : -4.1	6	109	3	-9	5	1	-5	-4.0
4. COc1ccc2c(c1)c(C(O)CN1CCC(Cc3ccccc3)CC1)c(C)n2C (stereo not given)
 : -2.6	-20	.	3	10	-78	0	9	1.4
5. CCOc1ccc(-c2cnc3n2CCCCC3)cc1
 : -2.8	6	110	0	-1	-8	-8	24	0.0
6. O=C(O)C1CCCN1S(=O)(=O)c1cccc(S(=O)(=O)N2CCCC2C(=O)O)c1 (stereo not given)
 : -1.9	10	99	0	-5	-9	-2	-2	-0.6
7. CN(CC(=O)Nc1ccccc1C(F)(F)F)C(=O)COc1ncnc2ccccc12
 : -1.1	-1	104	0	1	0	0	48	0.7
8. Cc1cc(C)c2c(N)c(C(=O)c3ccc(Cl)c(Cl)c3)sc2n1
 : -2.5	5	104	2	1	22	-4	25	-3.0
9. Cc1nc(N)c(Cc2ccc(Cl)cc2Cl)c(N)n1
 : -3.1	8	97	.	4	-7	-10	12	-0.8
10. N#CC[C@H](Cc1ccccc1)N1CC[C@@H](O)CCC1=O
 : -2.4	0	98	-4	-6	-4	-10	-7	-0.1
11. CC(=O)Nc1ncc(Cc2cccc(Cl)c2Cl)s1
 : -0.3	-14	96	-6	-2	-16	-7	15	-3.4
12. C/C(=C\c1ccccc1)CN1CCC(C(=O)N2CCCCC2)CC1
 : -2.6	15	138*	2	4	6	4	1	-4.1
13. Cc1ccc(S(=O)(=O)Nc2nc(-c3ccc(F)cc3)cs2)cc1
 : -2.5	12	90	4	-39	16	9	16	-2.3
14. CCn1c(C2CCN(S(=O)(=O)c3ccc(OC)cc3)CC2)n[nH]c1=S
 : -4.0	6	107	-2	-11	0	1	-33	-2.7
15. C=CCN=C1SCC(=O)N1S(=O)(=O)c1ccc(C)cc1
 : 3.8	7	102	-7	-12	7	1	-7	1.2
16. C=CCOn1c(=O)c(-c2cccs2)[n+]([O-])c2ccccc21
 : -1.0	25	103	-7	0	2	-12	-12	-1.1
17. O=C(O)c1ccc(-c2nc(-c3ccc(Cl)cc3)cs2)cc1
 : -2.0	27	119	4	-23	22	-4	-1	-1.9
18. O=C(CN(CC1CCCO1)C(=O)CNS(=O)(=O)c1ccc(F)cc1)NCc1ccc(F)cc1 (stereo not given)
 : -1.5	9	102	2	-21	3	-5	37	-2.5
19. O=C(Nc1ccc(S(=O)(=O)N2CCCCCC2)cc1)c1[nH]ncc1[N+](=O)[O-]
 : 1.4	3	98	-3	-14	10	-18	27	-3.9
20. Cc1ccc(C(=O)NCCc2ccc(S(=O)(=O)N3CCCC3)cc2)cc1
 : -2.1	-12	100	-5	-12	1	3	19	-0.8
21. Cc1ccc(C(=O)COC(=O)CCN2C(=O)C3C4C=CC(C5CC45)C3C2=O)cc1 (stereo not given)
 : -1.8	.	102	5	-39	-8	4	-4	0.1
22. Cc1cc(C(=O)Nc2ccc3c(c2)CCC3)c2ccccc2n1
 : -3.9	-4	105	7	-16	-8	1	13	-0.5
23. CC(=O)c1cc(F)ccc1OCC(=O)N1CCCc2ccccc21
 : -0.9	7	100	0	-19	-11	-7	-9	-0.7
24. NS(=O)(=O)c1ccc(NC(=O)COC(=O)c2c3c(nc4ccccc24)/C(=C\c2ccc4c(c2)OCO4)CCC3)cc1
 : 28*	17	100	1	-1	-50	-8	-4	24*
25. COCCCN1C(=O)C(=O)/C(=C(/O)c2ccc(S(=O)(=O)N3CCCCC3)cc2)C1c1cccc(OC)c1 (stereo not given)
 : -1.8	9	100	2	-50	10	-3	22	-1.3
26. O=C(NNC(=O)c1cccs1)c1ccc(Br)cc1
 : -1.9	-3	101	1	-2	-6	3	2	0.2
27. CC(=O)NCCn1c(SCc2ccc(C)cc2)nc2ccccc2c1=O
 : -1.4	6	106	2	-10	5	-5	-5	-0.4
28. C=C(C)CNC(=S)Nc1cccc2cnccc12
 : -0.7	4	102	-3	6	3	2	6	0.4
29. Cc1cccc(C)c1OCCn1nnc2ccccc21
 : -1.0	-4	101	-4	-15	9	-4	-25	1.7
30. CCCCNC(=O)Oc1cccc(N2CCCC2=O)c1
 : -2.5	-17	90	4	2	-2	3	7	2.0

The results go on:
nr | Molecule | IMP-1 inhibitor | SUMO HTRF inh | MEKK3 PB1 HTS | IDE cell activ | DNA FID counter | HCV NS3 hel inh | p-CIP stab down | PHOSPHO1 block | VIM-2 inhibitor
31 | O=C(c1ccc(F)c(S(=O)(=O)N2CCOCC2)c1)N1CCc2ccccc21 | -1.0 | -6 | 107 | 2 | -26 | -4 | -1 | 18 | -1.5
32 | COc1ccc(-c2ccnc(-c3ccc(OCCCF)cc3)n2)cc1 | -1.9 | -2 | 99 | 4 | -2 | -19 | -16 | 2 | -2.2
33 | O=C(c1ccncc1)N1CCc2ccccc2C1 | -2.8 | 3 | 101 | 2 | -4 | 2 | -14 | -31 | -0.4
34 | COc1ccc(-c2nc3ncccc3n2O)cc1 | -5.3 | 26 | 99 | 1 | -5 | -9 | -5 | 34 | -2.6
35 | COc1cccc(C(=O)Nc2ccc(C3CC3(Cl)Cl)cc2)c1 (stereo not given) | -3.8 | -8 | 106 | 1 | -2 | -11 | -6 | 29 | -1.6
36 | Cc1cc(C)n(-c2ccc(C(=O)Nc3cccc([N+](=O)[O-])c3)cc2)n1 | -1.6 | -7 | 93 | 2 | -5 | -4 | 1 | 8 | -1.6
37 | COc1ccc(NC2CCCN(C(=O)CCn3cccn3)C2)cc1 (stereo not given) | -3.1 | -10 | 103 | -1 | -5 | 9 | 4 | 9 | -2.3
38 | C=CCNC(=O)COc1cc(C)ccc1C | -2.2 | 2 | 96 | 4 | -2 | 1 | -1 | -6 | -1.2
39 | CCOc1ccccc1NC(=O)C1CCCN(S(=O)(=O)c2c(C)[nH]c(=O)[nH]c2=O)C1 (stereo not given) | -0.2 | 6 | 110 | 4 | -5 | -1 | 7 | 8 | -1.9
40 | COc1cccc(-c2noc(C3CCCN(C(=O)c4ccc(F)cc4)C3)n2)c1 (stereo not given) | -3.6 | 10 | 99 | 1 | -30 | -18 | -11 | -2 | -2.7
41 | COc1ccc(C2C(C(=O)c3ccc(C)o3)=C(O)C(=O)N2c2cc(C)on2)cc1OC (stereo not given) | -1.3 | 18 | 100 | 5 | -1 | 13 | 3 | 60* | -1.2
42 | COc1ccc(CN(Cc2cc3cc(C)ccc3[nH]c2=O)C(=O)N(C)C)cc1 | -0.5 | 28 | 109 | 6 | -16 | 3 | -13 | -8 | -3.4
43 | CCCCN1C2CCCC1CC(NC(=O)C1CCCCC1)C2 (stereo not given) | -4.9 | -15 | 99 | 4 | 2 | -2 | -3 | 3 | -1.2
44 | Nn1c(Cc2ccccc2F)n[nH]c1=S | -3.4 | -11 | 107 | 4 | -4 | 3 | 16 | -43 | -2.8
45 | Cc1ccc(-c2nn(-c3ccccc3)cc2C(=O)N2CCOCC2)cc1 | -2.4 | -10 | 82 | 7 | -24 | -7 | -5 | -13 | -0.8
46 | CCCCSc1nc(C)cc(NC(=S)Nc2ccc(OC)cc2)n1 | -2.2 | 30 | 106 | 3 | -3 | 3 | 4 | 50 | -0.5

IMP-1 inhibitor, entries above that show a hit
item	Molecule	IMP-1 inhibitor	SUMO HTRF inh	MEKK3 PB1 HTS	IDE cell activ	HCV NS3 hel inh	p-CIP stab down	PHOSPHO1 block	VIM-2 inhibitor
24	NS(=O)(=O)c1ccc(NC(=O)COC(=O)c2c3c(nc4ccccc24)/C(=C\c2ccc4c(c2)OCO4)CCC3)cc1	28*	17	100	1	-50	-8	-4	24*

Continuation.
nr | Molecule | IMP-1 inhibitor | SUMO HTRF inh | MEKK3 PB1 HTS | IDE cell activ | DNA FID counter | HCV NS3 hel inh | p-CIP stab down | PHOSPHO1 block | VIM-2 inhibitor
47 | CCn1cc(C(=O)O)c(=O)c2cnc(N3CCN(C(=S)NC(=O)c4ccc(Cl)cc4Cl)CC3)nc21 | -2.9 | 10 | 102 | 4 | -8 | 4 | 1 | 22 | -1.3
48 | O=C(CSc1nnc(Cc2cc(=O)[nH]c(=O)[nH]2)n1-c1ccc(Cl)cc1)NC1CCCC1 | -3.3 | 3 | 102 | 7 | -10 | -2 | -11 | 28 | -2.8
49 | Cc1cc(NC(=O)Cc2cccs2)no1 | 6.8* | 17 | . | 0 | -10 | 29 | -3 | 14 | -3.3
50 | O=C1CCC(=O)N1CCOP1(=O)COc2ccccc2OC1 | -3.4 | 10 | 111 | 8 | 4 | 6 | 8 | 3 | -0.3
51 | O=C(C1CCN(S(=O)(=O)c2ccccc2)CC1)N(CCc1ccccc1)Cc1ccco1 | -2.2 | 13 | 105 | 1 | -28 | -12 | 2 | -3 | -2.9
52 | O=C(Nc1cccc([N+](=O)[O-])c1)c1ccn[nH]1 | -3.8 | 19 | 101 | -3 | 0 | 20 | 8 | 9 | -2.2
53 | COC(=O)Cn1cc(/C=N/NC(=O)COc2cccc3cccnc23)c2ccccc21 | 3.4 | -9 | 94 | 5 | -17 | -3 | 4 | -8 | 7.5
54 | COCCn1nnnc1C(c1ccccn1)N1CCN(c2cc(C)ccc2C)CC1 (stereo not given) | -6.1 | 21 | 104 | -4 | -25 | -2 | -11 | -8 | -4.4
55 | CCOc1ccc(OCC)c(NC(=O)C2CCCN(S(=O)(=O)c3cnc[nH]3)C2)c1 (stereo not given) | -2.6 | -13 | 103 | 6 | -13 | -7 | -2 | 5 | -3.2
56 | O=C(Nc1nccs1)c1ccccc1[N+](=O)[O-] | -0.9 | 2 | 111 | 8 | 2 | -1 | -2 | 8 | -2.5
57 | Cc1cc(C(=O)NCc2ccco2)no1 | -4.0 | 6 | 103 | 1 | -7 | 6 | -5 | -1 | -1.3

Entries of single compounds as entered above. Order of screens: IMP-1 inhibitor | SUMO HTRF inh | MEKK3 PB1 HTS | IDE cell activ | DNA FID counter | HCV NS3 hel inh | p-CIP stab down | PHOSPHO1 block | VIM-2 inhibitor
O=C(Nc1nccs1)c1ccccc1[N+](=O)[O-] in the list: -0.9 | 2 | 111 | 8 | 2 | -1 | -2 | 8 | -2.5
COCCn1nnnc1C(c1ccccn1)N1CCN(c2cc(C)ccc2C)CC1 (stereo not given) in the list: -6.1 | 21 | 104 | -4 | -25 | -2 | -11 | -8 | -4.4
Cc1cc(C(=O)NCc2ccco2)no1 in the list: -4.0 | 6 | 103 | 1 | -7 | 6 | -5 | -1 | -1.3
O=C(CSc1nnc(Cc2cc(=O)[nH]c(=O)[nH]2)n1-c1ccc(Cl)cc1)NC1CCCC1 in the list: -3.3 | 3 | 102 | 7 | -10 | -2 | -11 | 28 | -2.8
Cc1cc(NC(=O)Cc2cccs2)no1 in the list: 6.8* | 17 | . | 0 | -10 | 29 | -3 | 14 | -3.3

Screening results deposited in PubChem by several laboratories.
